Screens deposited in PubChem by several laboratories.
SKKanGAS inh = blocks kanamycin growth of S. pyogenes SKKanGAS strain; BacTiter-Glo, 6 h; inhibition, % at 7.5 µM; 1.3% of 300,000 active; AID 1662;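 active = mean replicate score, as percent of positive control median, at least 50; inconclusive = mean below 50 but one replicate at or above 50; inactive = mean and every replicate below 50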;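 also: strain carries kanamycin resistance gene driven by streptokinase promoter and grows in 40 µg/ml kanamycin; loss of luminescence reflects streptokinase promoter inhibition or plain growth inhibition; 0% = median of DMSO wells and 100% = positive control at its reference dose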
TRPC4 inh = blocks the mouse TRPC4 cation channel | Q9QUQ5 | HEK293 TRPC4beta/mu-opioid, DAMGO-evoked Fluo4 calcium flux; active compounds read low | B-score at 10 µM | 0.39% of 300,000 active;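 active = B-score over 3 SD under the library average, no early fluorescence shift, positive overall ratio signal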
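Assay system: HEK293 cells with stable TRPC4beta plus mu-opioid receptor expression. Dosing: single dose. Measured by: Fluo4 Ca2+ flux fluorescence. Also added: DAMGO in two steps, submaximal then maximal. Read-out: B score from integrated Fluo4 fluorescence ratio.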
RGS4 inh = inhibitors of human RGS4 | AID 463165 | 0.45% of 310,000 active | HEK293 M3R/RGS4 inducible, Fluo-4 calcium flux; active compounds read high; triggered by carbachol at its EC20 | B-score at 10 µM | P49798;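 active = B-score, a plate-corrected calcium signal, over three deviations above library mean, with baseline fluorescence within five deviations of library mean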;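 also: RGS4 expression induced by doxycycline in cells with stable M3 receptor; B-score is computed from the integrated fluorescence ratio over baseline after carbachol; higher B-score means a larger calcium signal and so more RGS4 inhibition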
Target sequence (P49798 whole entry, looked up): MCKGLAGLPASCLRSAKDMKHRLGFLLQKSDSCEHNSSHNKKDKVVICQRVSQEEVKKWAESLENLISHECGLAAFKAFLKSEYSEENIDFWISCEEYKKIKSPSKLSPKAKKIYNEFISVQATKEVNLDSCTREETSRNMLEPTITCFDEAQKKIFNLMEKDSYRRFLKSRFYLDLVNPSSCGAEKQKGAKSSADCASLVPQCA
MrgX1 agonist = agonists of human MrgX1 receptor | Q96LB2 | MrgX1-HEK293 cells, Fluo-4 calcium fluorescence, agonist mode; active compounds read high | B-score at 10 µM | 0.44% of 310,000 active | AID 588627;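 active = calcium response B-score plate-corrected fluorescence ratio at least 3 library SD, with starting fluorescence B-score inside 5 SD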
Target sequence (Q96LB2 whole entry, looked up): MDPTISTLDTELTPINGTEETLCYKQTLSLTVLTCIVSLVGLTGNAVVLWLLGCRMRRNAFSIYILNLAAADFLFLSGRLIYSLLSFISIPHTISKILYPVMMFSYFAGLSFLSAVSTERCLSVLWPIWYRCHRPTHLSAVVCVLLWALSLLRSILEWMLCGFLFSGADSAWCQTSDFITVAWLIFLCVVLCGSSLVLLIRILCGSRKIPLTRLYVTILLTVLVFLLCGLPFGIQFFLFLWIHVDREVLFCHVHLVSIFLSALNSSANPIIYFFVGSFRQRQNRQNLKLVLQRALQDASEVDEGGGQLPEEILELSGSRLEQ
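Material – MrgX1-expressing HEK293 cells · Input – 15,000 cells seeded per well · Dosing – compound as first of three additions · Times – overnight seeding, then 1 h dark dye loading · Measured by – kinetic Fluo-4 NW fluorescence of intracellular calcium · Read-out – B-scored fluorescence response ratio · Benchmarks – positive and negative control wells on each plate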
HIF activator = HIF pathway transcriptional activation; U2OS HRE-luciferase reporter, luminescence; normalized: DMSO 0%, desferrioxamine 100%; 0.32% of 300,000 active; activation, % at 7.5 µM (by protocol);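 active = mean activation of at least 10% of the iron chelator positive control signal, with at least half of replicates also reaching 10%; inconclusive = mean and replicate majority disagree about reaching 10%; inactive = mean and most replicates under 10%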
MrgX1 antagonist = blocks BAM8-22 activation of human MrgX1 receptor; Q96LB2; MRGX1-HEK293 calcium flux, Fluo-4, BAM8-22 antagonism; active compounds read low; B-score at 10 µM; 1.3% of 310,000 active;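 active = calcium-response B-score plate-corrected more than 3 library SD below zero, starting fluorescence within 5 deviations, no agonist response on first addition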;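 also: peak minus trough fluorescence over baseline after final BAM8-22 challenge near maximal dose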
Platelet DG rel = modulates dense granule release in human platelets; human platelet-rich plasma, SFLLRN dense granule ATP release, luminescence; inhibition, %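 (compounds screened at 7.5 µM in platelet-rich plasma)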; 0.22% of 300,000 active;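 active = mean replicate score, as percent of positive control, at or above 50; inconclusive = mean below 50 but at least one replicate at or above 50; inactive = mean and every replicate below 50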
TRPC6 inhibitor = mouse TRPC6 channel inhibition. HEK293-TRPC6, membrane potential dye, ACh-evoked depolarization; active compounds read low. B-score at 10 µM. 1.1% of 310,000 active;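 active = B-score under library mean minus 3 SD, initial fluorescence not abnormally high, positive integrated signal ratio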;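 also: B-score derived from integrated fluorescence ratio over the kinetic read; more negative B-score means stronger inhibition of depolarization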
MrgX1 PAM = human MrgX1 positive allosteric modulation, primary screen. MrgX1-HEK293, Fluo-4 calcium flux, FDSS; active compounds read high. B-score at 10 µM. 0.63% of 310,000 active;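 active = plate-corrected calcium response at least 3 library SD above typical, normal starting fluorescence, not activating the receptor alone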;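 also: compound read alongside a low EC10 to EC30 dose of BAM8-22 agonist; peak minus trough fluorescence over baseline measured at the second addition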
TRPC6 activator = mouse TRPC6 channel activation; B-score at 10 µM; HEK293-TRPC6 membrane potential dye fluorescence; active compounds read high; Q61143; AID 2550; 0.13% of 310,000 active;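 active = B-score of the integrated fluorescence ratio above library mean plus 3 SD, and starting fluorescence ratio within library mean plus 5 SD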;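 also: higher score means more depolarization so channel activation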
RGS4 pot = potentiators or activators of RGS4 | AID 463111 | HEK293 M3R/inducible RGS4, carbachol calcium flux Fluo4; active compounds read low | B-score at 10 µM | 0.92% of 310,000 active;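 active = B-score of the integrated calcium signal more than 4 SD below the library mean, with starting fluorescence not abnormally high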;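 also: negative B-score means reduced calcium response which marks RGS4 activation or potentiation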
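Detection: kinetic calcium fluorescence imaging with Fluo4-AM dye, 2 µM / Material: HEK293 cells with stable M3R and inducible RGS4 / Schedule: recording 10 s baseline at 1 Hz, 100 s post-agonist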
The depositor's hits bear a star; i = inactive; ? = inconclusive; nt = not tested or not shown. The list is partial. The share of hits here may be higher or lower than overall.

mol	SKKanGAS inh	TRPC4 inh	RGS4 inh	MrgX1 agonist	HIF activator	MrgX1 antagonist	Platelet DG rel	TRPC6 inhibitor	MrgX1 PAM	TRPC6 activator	RGS4 pot
CCCCNS(=O)(=O)c1ccc(OCC(=O)N2CCN(Cc3ccc4c(c3)OCO4)CC2)cc1	-8	i	i	i	-0.3	i	-5	i	i	i	i
CSCCC(N=Cc1c(O)n(-c2ccc(F)cc2)c(=O)[nH]c1=O)C(=O)OC(C)(C)C (stereo not drawn)	17	i	i	i	-0.1	i	-1	i	i	i	i
NS(=O)(=O)OC(CCc1ccccc1)C(Cl)(Cl)Cl (stereo not drawn)	0	i	i	i	-0.1	i	3	i	i	i	i
Cc1ccccc1NS(=O)(=O)c1ccc(OCC(=O)N2CCN(C)CC2)cc1	-2	i	i	i	-0.2	i	3	i	i	i	i
COc1ccccc1NC1=NCCS1	-6	i	i	i	0.0	i	5	i	i	i	i
COc1ccc2c(c1O)C13CCN(C)C(C2)C1CCC(=O)C3 (stereo not drawn)	5	i	i	i	-1.0	i	5	i	i	i	i
NCCNc1ccc([N+](=O)[O-])c2cccnc12	14	i	i	i	0.7	i	-2	-5.2*	i	i	i
O=C(COC(=O)Cc1ccccc1)Nc1ncc(Cl)cc1Cl	16	i	i	i	0.1	i	-13	i	i	i	i
CSc1ncc(CN2CCCC(C(=O)c3ccccc3SC)C2)cn1 (stereo not drawn)	-8	i	i	i	1.0	i	-1	i	i	i	i
Cc1ccc(-c2cc(-c3ccccc3)cc(-c3ccccc3)[n+]2-c2ccc(C(=O)O)cc2)cc1	-1	i	i	i	0.0	i	5	i	i	i	i
Cc1cc(C(=O)CS(=O)(=O)c2ccccc2)cc(C)c1OC(=O)N(C)C	-7	i	i	i	0.3	i	-4	i	i	i	i
COC(=O)C(O)(c1ccc(N(C)C(=O)COc2ccccc2)cc1)C(F)(F)F (stereo not drawn)	-3	i	i	i	-48	i	-10	i	i	i	i
Cc1ccc(N2C(=O)/C(=C/N3CCN(C(=O)c4ccco4)CC3)C(=O)NC2=S)cc1C	1	i	i	i	-0.4	i	0	i	i	i	i
CC(=O)N1CC(=O)Nc2ccc(C)cc2C1c1ccccc1 (stereo not drawn)	4	i	i	i	0.6	i	27	i	i	i	i
COc1ccc(Br)cc1CN1CCN(C(=O)Cc2ccccc2)CC1	-5	-6*	i	i	0.2	i	1	i	i	i	i
CCCc1cc(=O)oc2cc(OCC(=O)N3C[C@H]4C[C@@H](C3)c3cccc(=O)n3C4)ccc12	2	i	i	i	0.3	i	0	i	i	i	i
C=CCn1c(O)c(C(CC)=NCCc2c[nH]c3ccccc23)c(=O)[nH]c1=O	-8	i	i	i	-0.5	i	11	i	i	i	i
COc1ccc(C2C(C#N)=C(N)Oc3c2c(=O)oc2ccccc32)cc1Cn1cc([N+](=O)[O-])cn1 (stereo not drawn)	7	i	i	i	0.2	i	-2	i	i	i	i
COc1cc2c(C(=O)N3CCN(C)CC3)c(C)n(C)c2cc1Br	2	i	i	i	-0.2	i	1	i	i	i	i
CC1=C2C(=O)C3C(CC=C4CC(OC5OC(O)C(O)C(O)C5CO)CCC43C)C2CCC12OC1CC(C)CNC1C2C (stereo not drawn)	-8	i	i	i	0.2	i	5	i	i	i	i
CN(C)c1ccc(/C=C2\C(=O)NC(=O)N(Cc3ccc(F)cc3)C2=O)cc1	-3	i	i	i	-0.8	i	1	i	i	i	i
O=c1[nH]c(O)c(N=Nc2ccc3c(c2)OCCO3)c(=O)[nH]1	-3	i	i	i	-0.8	i	21	i	i	i	i
Cc1sc2c(c1C)C(c1cccs1)=NCC(=O)N2CC(=O)NCc1cccs1	4	i	i	i	-0.4	i	-1	i	i	i	i
CCC/C(=N\O)c1c[nH]c2ccccc12	2	i	i	i	-0.5	i	9	i	i	i	i
O=Cc1c(C(=O)O)n(Cc2ccccc2Cl)c2ccccc12	33	i	i	i	-1.5	i	-10	i	i	i	i
Cc1ccc(/C=C2\C(=O)NC(=S)N(c3ccc(F)cc3)C2=O)o1	0	i	i	i	1.1	i	4	i	i	i	i
Cn1c(O)c(C=Nc2ccc(Cl)cc2)c(=O)n(C)c1=O	-7	i	i	i	-0.4	i	-3	i	i	i	i
O=C(c1cc(-c2cccnc2)nc2ccccc12)N1CCC2(CC1)OCCO2	6	i	i	i	-0.3	i	-3	i	i	i	i
CN(C)CCSC1c2ccccc2CSc2ccccc21 (stereo not drawn)	-1	i	i	i	3.3	i	4	-6.2*	i	i	-9.1*
CCCCc1ccc(NC2=NCCCS2)cc1	-4	i	i	i	3.0	i	-32	i	i	i	i
COc1ccc(Cn2c(O)c(/C=N/NC(=O)c3ccccc3)c(=O)[nH]c2=O)cc1	3	i	i	i	0.3	i	1	i	i	i	i
CCC1(CCc2ccncc2)C(=O)NC(=O)NC1=O	-2	i	i	i	1.8	i	0	i	i	i	i
C[n+]1c(-c2ccccc2)cc(CCCCc2cc(-c3ccccc3)[n+](C)c(-c3ccccc3)c2)cc1-c1ccccc1	nt	i	i	i	nt	i	nt	i	i	i	i
C1CCCN(C2CCNCC2)CC1	-1	i	i	i	-1.4	i	-4	i	i	i	i
CN(C(=O)c1ccco1)C1(c2ccccc2Cl)CCCCC1=O (stereo not drawn)	10	i	i	i	-0.3	i	-1	i	i	i	i
CN1CCCN(C(=O)COc2ccc(F)cc2Cl)CC1	7	i	i	i	0.3	i	-5	i	i	i	i
FC(F)(F)c1ccccc1CCN1CCNCC1	2	i	i	i	1.4	i	9	i	i	i	i
CN(C)C1(c2nnnn2-c2ccc(Cl)cc2)CCCCC1	-1	i	i	i	-0.4	i	-2	i	i	i	i
Cc1ccccc1-n1c(O)c(/C=C2/C(c3ccccc3)=Nc3ccccc32)c(=O)[nH]c1=O	0	i	i	i	0.4	i	11	i	i	i	i
COC(=O)C1=C(c2ccccc2)C[C@@H]2CC[C@H]1N2C(=O)N1CCC(O)CC1	3	i	i	i	0.2	i	-1	i	i	i	i
CC(=O)OC1N=C(c2ccccc2)c2cc(C)ccc2NC1=O (stereo not drawn)	-2	i	i	i	nt	i	nt	i	i	i	i
COc1cccc(-n2c(=S)[nH]c3ccccc3c2=O)c1	-5	i	i	i	-0.6	i	-11	i	i	i	i
CCC(C)N1C(=O)/C(=C\c2cnc(N(C)C)nc2)C(=O)NC1=S (stereo not drawn)	-2	i	i	i	-0.1	i	1	i	i	i	i
COc1cc(C=C2C(=O)NC(=O)NC2=O)ccc1O	0	i	i	i	0.1	i	-1	i	i	i	i
COc1cc(O)cc2c1C(=O)OC(C)CCCC(=O)CCC/C=C\2 (stereo not drawn)	1	i	i	i	-2.2	i	-1	i	i	i	i
O=c1[nH]c(=S)n(C2CC2)c(O)c1C=NCc1ccc(F)cc1	9	i	i	i	0.1	i	-1	i	i	i	i
CCOP(=O)(OCC)C(NC(=O)c1ccccc1)C(Cl)(Cl)Cl (stereo not drawn)	-3	i	i	i	0.1	i	15	i	i	i	i
COCCCn1c(N)c(C(=O)NCc2ccco2)c2nc3ccccc3nc21	8	i	i	i	0.1	i	10	i	i	i	i
CCCC/C(=N/O)c1c(C)[nH]c2ccccc12	6	i	i	i	-0.6	i	-1	-9.5*	i	i	i
CC(C)N1CCN(Cc2cccc([N+](=O)[O-])c2)CC1	-9	i	i	i	0.1	i	-2	i	i	i	i

Next section
mol	SKKanGAS inh	TRPC4 inh	RGS4 inh	MrgX1 agonist	HIF activator	MrgX1 antagonist	Platelet DG rel	TRPC6 inhibitor	MrgX1 PAM	TRPC6 activator	RGS4 pot
CNC(=O)Oc1ccc(N(C)C)cc1C(C)C	-3	i	i	i	-1.7	i	2	i	i	i	i
O=C1CN=C(c2ccccc2)c2ccccc2N1	-1	i	i	i	-1.2	-7.3*	3	i	i	i	i
O=c1[nH]c(=O)n(Cc2ccco2)c(O)c1C=NC1CC1	9	i	i	i	-0.2	i	?	i	i	i	i
O=[N+]([O-])c1ccc(N2CCNCC2)c(Cl)c1	0	i	i	i	-0.8	i	7	i	i	i	i
COc1ccc(CNCCc2ccc(Cl)cc2)c(OC)c1OC	1	i	i	i	-0.6	i	6	i	i	i	i
CCNc1nc(NC(C)(C)C)nc(SC)n1	0	i	i	i	-0.3	i	-1	i	i	i	i
O=C(Oc1ccc([N+](=O)[O-])cc1)N1CCC(N2CCCCC2)CC1	-2	i	i	i	-1.1	i	0	i	i	i	i
COc1ccc(C2CN(C)CC2C(=O)c2ccc(F)cc2)cc1Cl (stereo not drawn)	-5	i	i	i	0.5	i	-8	i	i	i	i
COC(=O)C1=Nc2ccccc2/C1=C\c1c(O)n(C)c(=O)n(C)c1=O	0	i	i	i	0.2	i	10	i	i	i	i
CC1(C)CN=C(Nc2nc3ccccc3s2)S1	61*	i	i	i	3.1	i	1	i	i	i	i
O=C(Cn1c(=O)n(CC2CS2)c2ccccc21)N1CCCCC1 (stereo not drawn)	-7	i	i	i	-1.3	i	2	i	i	i	i
CCCCCCC(=O)c1c(O)n(-c2ccccc2OC)c(=O)[nH]c1=O	-2	i	i	i	-0.4	i	0	i	i	i	i
O=C1C2CCCN2C(c2cccnc2)N1c1ccc(Cl)c(Cl)c1 (stereo not drawn)	2	i	i	i	0.1	i	3	i	i	i	i
O=[N+]([O-])[N-][n+]1cnn(Cc2ccc(Cl)cc2)c1	18	i	i	i	0.9	i	-7	i	i	i	i

Shown with values under each structure: part of the list above.
Fields: SKKanGAS inh	TRPC4 inh	RGS4 inh	MrgX1 agonist	HIF activator	MrgX1 antagonist	Platelet DG rel	TRPC6 inhibitor	MrgX1 PAM	TRPC6 activator	RGS4 pot
> O=[N+]([O-])c1ccc(N2CCNCC2)c(Cl)c1
 : 0	i	i	i	-0.8	i	7	i	i	i	i
> CCCCCCC(=O)c1c(O)n(-c2ccccc2OC)c(=O)[nH]c1=O
 : -2	i	i	i	-0.4	i	0	i	i	i	i
